IDE cell activ: boosts human insulin-degrading enzyme activity in HEK cells; activation, % at 5.96 µM; 0.073% of 340,000 active; FAbeta-B cleavage, fluorescence polarization; 0% vehicle, 100% cell-free pure enzyme wells;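 active = activation above the mean of all tested compounds plus 3 SD, set per screening campaign, cut at about 17% in these data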
p-CIP stab down: p/CIP protein destabilization; Q05BA5; F442A p/CIP-EGFP cells, EGFP fluorescence, 16 h; decrease of EGFP signal, % at 10 µM; 0.01% of 290,000 active; AID 1984;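 active = EGFP signal decrease of at least 30% at 10 µM or well 3 SD below plate mean, unless failing retest; inactive = the rest, including hits failing retest or dose response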; also: some compounds called inactive have numbers as strong as hits; many of its hits are not listed in these tables
Target sequence (Q05BA5 1-1403): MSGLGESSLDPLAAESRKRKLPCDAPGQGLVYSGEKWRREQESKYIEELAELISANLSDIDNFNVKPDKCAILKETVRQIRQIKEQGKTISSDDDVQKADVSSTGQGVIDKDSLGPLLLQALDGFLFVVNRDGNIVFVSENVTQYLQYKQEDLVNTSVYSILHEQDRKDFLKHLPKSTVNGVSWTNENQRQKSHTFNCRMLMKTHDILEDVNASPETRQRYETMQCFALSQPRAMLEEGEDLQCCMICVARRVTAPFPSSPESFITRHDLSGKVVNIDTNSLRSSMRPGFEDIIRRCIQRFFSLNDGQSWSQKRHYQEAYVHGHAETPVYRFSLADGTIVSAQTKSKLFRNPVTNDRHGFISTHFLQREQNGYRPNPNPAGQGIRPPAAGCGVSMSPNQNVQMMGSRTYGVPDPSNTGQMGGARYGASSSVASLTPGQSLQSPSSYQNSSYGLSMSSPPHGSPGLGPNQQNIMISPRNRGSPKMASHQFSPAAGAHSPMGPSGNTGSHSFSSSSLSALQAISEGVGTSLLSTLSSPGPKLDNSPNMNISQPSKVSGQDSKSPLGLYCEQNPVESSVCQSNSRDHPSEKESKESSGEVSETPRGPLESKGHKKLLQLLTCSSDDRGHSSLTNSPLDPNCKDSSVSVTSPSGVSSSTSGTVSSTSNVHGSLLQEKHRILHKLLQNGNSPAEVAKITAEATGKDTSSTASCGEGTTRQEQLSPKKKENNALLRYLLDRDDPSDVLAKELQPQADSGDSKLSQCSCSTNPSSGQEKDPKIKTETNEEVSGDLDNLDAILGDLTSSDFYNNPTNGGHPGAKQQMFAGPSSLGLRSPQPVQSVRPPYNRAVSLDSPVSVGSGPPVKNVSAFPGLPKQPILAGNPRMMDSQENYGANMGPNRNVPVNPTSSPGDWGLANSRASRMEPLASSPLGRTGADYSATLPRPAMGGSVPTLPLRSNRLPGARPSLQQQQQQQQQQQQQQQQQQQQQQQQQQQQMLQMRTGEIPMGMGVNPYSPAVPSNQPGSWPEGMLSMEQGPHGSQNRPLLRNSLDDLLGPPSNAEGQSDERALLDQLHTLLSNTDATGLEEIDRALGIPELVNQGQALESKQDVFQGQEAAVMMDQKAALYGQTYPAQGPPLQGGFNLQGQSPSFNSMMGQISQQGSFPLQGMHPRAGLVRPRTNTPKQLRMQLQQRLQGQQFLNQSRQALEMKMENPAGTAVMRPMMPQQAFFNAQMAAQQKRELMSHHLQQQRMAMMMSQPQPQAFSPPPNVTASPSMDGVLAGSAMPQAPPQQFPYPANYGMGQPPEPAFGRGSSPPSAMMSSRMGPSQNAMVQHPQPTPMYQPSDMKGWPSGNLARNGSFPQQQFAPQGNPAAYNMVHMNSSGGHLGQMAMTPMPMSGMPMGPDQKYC
IDE inh: inhibitors of human insulin-degrading enzyme in cells; inhibition, % at 5.59 µM; HEK cells, FAbetaB cleavage, fluorescence polarization; P14735; 0.41% of 320,000 active; AID 434962;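 active = percent inhibition above the average of all tested compounds plus 3 SD, set per screening campaign, cut at about 16% in these data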;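 also: IDE supplied by intact live HEK cells; FP after avidin binding of uncleaved biotin substrate so inhibition keeps polarization high; 0% = DMSO wells and 100% = 60 µM reference IDE inhibitor Ii1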
HCV NS3 hel inh: blocks Hepatitis C virus NS3 helicase unwinding; NS3 helicase DNA unwinding, Cy5 molecular beacon fluorescence; inhibition, % at 10.9 µM; 0.56% of 290,000 active; AID 1800;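 active = inhibition above the mean of all tested compounds plus 3 SD, set per campaign, cut at about 35% in these data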;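 also: 0% = DMSO wells and 100% = thioflavine S control wells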
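Control set: DMSO versus 110 µM thioflavine S; Material: NS3 helicase fragment of HCV; Measured by: Cy5 fluorescence at 0 and 60 min, beacon hairpin quenching; Read-out basis: percent inhibition from t60/t0 fluorescence ratio; Times: reaction time 60 min, 25 °C; Repeats: single replicate; Compound dosing: single dose, 10.9 µM nominal final, DMSO 0.8% final.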
SUMO HTRF inh: inhibitors of human SUMOylation (UBC9); inhibition, % at 35 µM; HTRF SUMOylation assay, SAE1/SAE2 + UBC9, in vitro; 0.36% of 290,000 active; in the data active = inhibition above about 50%, passing the limit was not always enough; also: strong numbers were not always called active
PfM18AAP inh: blocks P. falciparum M18 aspartyl aminopeptidase | 1.2% of 290,000 active | inhibition, % at 7.35 µM | AID 1822 | recombinant PfM18AAP, H-Glu-NHMec fluorogenic cleavage;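 active = inhibition above the campaign mean inhibition over all tested compounds plus 3 SD, cut at about 28% in these data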;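 also: 0% = plate median of test compound wells and 100% = 2 mM ZnCl2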
DNA FID counter: fluorescent intercalator displacement, NS3 helicase counter-screen; DNA fluorescent intercalator displacement, fluorescence; 0.17% of 290,000 active; inhibition, % at 7.9 µM; in the data active = inhibition above about 37%;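 also: 0% = vehicle and 100% = reference compound; higher means more ethidium bromide displaced from hairpin DNA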
VIM-2 inh: blocks Pseudomonas aeruginosa VIM-2 metallo-beta-lactamase; purified VIM-2, nitrocefin hydrolysis, epi-absorbance fluorescence; inhibition, % at 5.6 µM; 0.89% of 290,000 active; AID 1527;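 active = inhibition above the mean of all tested compounds plus 3 SD, cutoff set per screening run, cut at about 7.5% in these data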;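 also: red hydrolysis product quenches plate fluorescence so inhibitors raise well fluorescence; 0% = enzyme with DMSO and 100% = DMSO without enzyme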
IMP-1 inh: inhibitors of Pseudomonas aeruginosa IMP-1 metallo-beta-lactamase; inhibition, % at 5.6 µM; AID 1556; purified IMP-1, nitrocefin hydrolysis, epi-absorbance fluorescence; 0.45% of 290,000 active;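 active = inhibition above the mean plus 3 SD of all compounds in the same screening run, cut at about 4.5% in these data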;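 also: 0% = IMP-1 with DMSO and 100% = DMSO wells lacking enzyme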
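System: purified recombinant IMP-1 beta-lactamase. Medium: Zinc- and detergent-supplemented HEPES buffer, pH 7.1. Compound: one 5.6 µM dose […]. Schedule: 15 min preincubation plus 25 min reaction at 25 °C. Technique: Epi-absorbance fluorescence, 480 nm excitation, 530 nm emission.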
* hit, by the source's call; x = no result given.

SMILES	IDE cell activ	p-CIP stab down	IDE inh	HCV NS3 hel inh	SUMO HTRF inh	PfM18AAP inh	DNA FID counter	VIM-2 inh	IMP-1 inh
O=C(CNc1cc(S(=O)(=O)N2CCOCC2)ccc1N1CCCC1)N1CCc2ccccc21	9	-6	-1	1	12	5	9	-0.6	-1.8
CCN(C(=O)CSc1nc2c(cnn2-c2ccccc2)c(=O)[nH]1)C1CCS(=O)(=O)C1 (stereo not given)	5	1	8	5	1	2	-16	0.6	-2.1
Cc1nc(N2CCC(C)CC2)c(C#N)c(C)c1[N+](=O)[O-]	-1	-4	4	-3	5	-11	-1	-1.4	-1.5
COc1ccccc1-c1cc(C(=O)N/N=C\c2cnn(C)c2C)c2ccccc2n1	-1	-13	0	6	-4	4	-16	-7.0	-1.9
COc1ccc2[nH]c(C)c(C(=O)CN3CC(C)OC(C)C3)c2c1 (stereo not given)	0	-4	1	4	-29	-5	-1	-3.5	-3.0
CC(C)(C)NC(=O)CN(C(=O)c1csnn1)c1ccccc1-c1ccccc1	-1	-5	-1	4	15	4	-15	-0.6	-1.8
COC(=O)c1ccc(COc2ccccc2[N+](=O)[O-])o1	-2	-2	1	0	12	-7	5	-0.4	-3.5
CCOc1ccc(/C=N/n2c(SC)nnc(C(C)(C)C)c2=O)cc1	0	-12	-2	-1	6	0	0	-1.1	-2.8
COCCn1nnnc1CN1CCC(NC(=O)c2ccc(Br)cc2)CC1	-2	10	5	-3	-5	-5	-5	-2.4	-0.6
CC(=O)C1=C(O)C(=O)N(CC(=O)O)C1c1ccccc1Cl (stereo not given)	3	-8	4	2	10	-4	1	-2.1	-2.9
Cc1cc(C)c(C(=O)N2CCCC(N3CCN(c4ccc(F)cc4)CC3)C2)o1 (stereo not given)	0	-9	-4	-2	16	3	-13	-0.5	1.1
O=C(c1cccc(Cl)c1Cl)N1CCN(c2ccccn2)CC1	7	16	2	-9	-20	4	-17	-1.4	-1.8
O=C(Nc1nonc1-c1ccc(Cl)cc1)c1ccccc1	-4	-11	1	-2	0	0	-10	-2.4	-2.5
CS(=O)(=O)c1cccc(C(=O)Oc2ccccc2)c1	2	-9	-1	-6	-6	-2	-3	0.3	-0.5
Cc1cc(C)cc(NC(=S)NCc2cccn2C)c1	7	-2	0	1	0	1	-5	-1.8	-1.6
C=CCC1(CC=C)CCCN1C(=O)C1CCC(=O)N(CCc2ccc(OC)cc2)C1 (stereo not given)	-2	-4	-4	-1	13	-8	-69	0.9	-0.8
O=C(NCCC1=CCCCC1)c1c(O)nc2ccccn2c1=O	4	-1	2	8	5	4	-32	-2.6	-2.8
O=C(CCc1nc2ccccc2s1)NC1CCOC1=O (stereo not given)	5	-5	5	5	-24	-8	-9	-4.1	-3.6
CC(=O)NS(=O)(=O)c1ccc(NC(=O)c2ccc3c(c2)C(=O)N(CCC(C)C)C3=O)cc1	1	-13	0	30	10	2	-27	-2.7	-2.5
CCN1CCN(C(=O)NC2CCCCC2)CC1	5	-4	-1	-1	-1	-7	4	-0.7	0.0
COc1ccc(-c2nc(C)ncc2N=Nc2ccccc2)cc1	3	-1	-2	-3	-15	0	3	-2.5	-1.9
Cc1c(Br)cc(C(=O)N2CCCC2)c(C)c1C	9	-22	3	-4	21	4	-14	-3.6	-6.1
Cc1ccccc1-n1c(SCc2cccc(F)c2)nc2[nH]ncc2c1=O	-7	5	6	-9	15	3	-28	0.3	1.1
CNC(=S)NNC(=O)COc1ccc(C)c(C)c1	7	2	8	-2	1	22	-9	-1.9	-0.3
Cc1ccc(C)c(/C=N/Nc2nc3ccccc3c(=O)n2O)c1	x	-11	-12	-2	5	31*	-4	-3.9	-3.1

Later entries:
SMILES	IDE cell activ	p-CIP stab down	IDE inh	HCV NS3 hel inh	SUMO HTRF inh	PfM18AAP inh	DNA FID counter	VIM-2 inh	IMP-1 inh
CCN(CCn1cccn1)C(=O)c1cccc(OC2CCN(S(C)(=O)=O)CC2)c1	-2	11	2	0	1	2	-17	-1.8	-2.3
CCN(CC)C(=O)Cn1c(=O)n(-c2ccccc2)c(=O)c2sccc21	3	0	3	-6	-8	-1	6	0.9	-2.6
O=S(=O)(NC1CC1)c1ccc(Cl)cc1	4	-3	-1	4	9	3	-2	-1.1	-2.2
NC(=O)Cn1nc([N+](=O)[O-])nc1Oc1ccccc1F	8	-4	-1	0	5	7	0	-1.3	-3.0
Cc1csc(NC(=O)/C=C/c2ccc(C)o2)n1	-5	-8	7	15	10	-7	-5	-3.5	-2.5
Cc1ccc(C(=O)Nc2ccc(N3CCN(C(=O)c4ccco4)CC3)cc2)cc1	2	-4	-6	-1	7	7	-15	-1.6	-2.3
CCOC(=O)Cn1cnc2scc(-c3ccccc3)c2c1=O	0	-4	-2	2	6	-1	-1	-0.1	-1.5
CCn1ncc(S(=O)(=O)N2CCN(c3cccc(OC)c3)CC2)c1C	5	5	3	-1	-1	-4	-17	-1.5	-1.6
O=C(Cc1c(F)cccc1Cl)NNC(=O)Nc1ccc2c(c1)OCO2	1	1	0	-5	19	5	-6	-2.6	-2.8
COCCSc1nnc(NC(=O)C(C)(C)C)s1	-4	-3	2	1	-19	5	-2	-2.2	-0.6
COc1ccc(NC(=O)c2cn3c(nc4ccccc43)c(C#N)c2C)cc1	-11	-4	-2	8	39	-7	-6	-1.0	-1.4
C/C(=C(\C#N)C(=O)NCCCN1CCOCC1)N(C)C	3	-22	-2	9	-6	-3	0	-5.0	-3.5
CCN1CCN(c2nc(Nc3cccc(C)c3)nc(N)c2[N+](=O)[O-])CC1	-2	6	2	-2	-12	0	5	-4.2	-2.9
Cc1ccc(-c2nnn(CC(=O)N(CC(=O)NC3CCCC3)c3cnc4ccccc4c3)n2)o1	0	-15	2	-3	28	44*	-34	0.8	-1.9
COc1ccc(CCN=CC2=C(O)CC(C)(C)CC2=O)cc1	0	-4	0	9	21	4	-11	0.9	-0.6
CCOc1ccc(N=C2SC(C(=O)Nc3ccccc3C#N)C(N)=C2C(=O)Nc2ccc(Cl)cc2)cc1 (stereo not given)	0	2	3	5	-10	-1	2	-3.9	-1.2
O=C(Oc1ccc(-c2nnco2)cc1)N(c1ccccc1)c1ccccc1	2	-11	3	1	-7	3	-16	-1.1	-3.7
CNCc1c(OCc2ccccc2)ccc2ccccc12	-4	-2	0	-22	16	6	15	-2.0	-2.6
CN(C(=O)c1cc2c(=O)n3ccccc3nc2s1)C1CCCCC1	1	-2	7	-4	10	-1	-37	3.4	-1.1
Cc1cc(NC(=O)CSc2nc3ccsc3c(=O)n2CCCC(=O)NCCc2ccccc2)no1	3	1	4	1	20	-8	-12	-7.2	-5.2
CC1CN(CC(=O)N2CCc3[nH]c4ccccc4c3C2)CC(C)O1 (stereo not given)	2	-8	3	1	31	9	3	-8.7	-3.0
Cc1cccc(NCCNc2cccc(C)c2)c1	2	-14	-4	3	6	-7	-1	-1.4	-2.6
Cc1nc(-c2ccccc2)cc(=O)[nH]1	2	-4	1	-4	-8	-7	7	-1.7	-4.2
COCCCN(C(=S)Nc1cc(Cl)cc(Cl)c1)C(C)c1ccccn1 (stereo not given)	-1	-3	-2	0	-2	27	-4	-3.7	-4.0
CC(=O)N1c2ccccc2Oc2cc3ccccc3cc21	6	-4	7	-7	-9	0	-7	0.6	-2.9

Continuation:
SMILES	IDE cell activ	p-CIP stab down	IDE inh	HCV NS3 hel inh	SUMO HTRF inh	PfM18AAP inh	DNA FID counter	VIM-2 inh	IMP-1 inh
Cc1ccc(-c2cc(NC(=O)CCl)n(-c3ccccc3)n2)cc1	-7	-12	3	0	-4	4	-1	0.7	-3.5
O=C1C2C3C=CC(C3)C2C(=O)N1CCC(=O)N1CCc2ccccc21 (stereo not given)	0	-12	5	0	8	-1	-10	-1.6	-2.6
CCOCCCN1C(=O)CN(C2CCC(C)CC2)C(=O)C1c1ccc(C)cc1 (stereo not given)	-1	-4	2	2	6	1	-33	-3.2	-2.0
CNC(=S)NNC(=O)c1cccc(C(F)(F)F)c1	5	-3	0	4	-6	7	0	1.9	-0.9
CCOC(=O)c1sc2nc(C)nc(SCC(=O)N(CC)C3CCS(=O)(=O)C3)c2c1C (stereo not given)	-4	7	5	-3	-3	-4	-2	1.3	-1.7
CC(=O)c1oc2ccccc2c1NC(=O)CCCN1C(=O)c2ccccc2C1=O	2	-6	2	-2	10	-4	3	-0.7	0.4
CC(=O)c1cccc(S(=O)(=O)Nc2cccnc2)c1	6	3	5	-3	3	2	-2	-3.0	-4.2
CCOC(=O)Cc1csc(NS(=O)(=O)Cc2ccccc2)n1	6	-7	1	3	-4	5	-5	-6.0	-0.2
CC(C)c1cc(NC(=O)C(C)(C)C)cc(C(C)C)c1O	1	-13	-3	1	25	-3	-2	-5.2	-5.1
CN1C(=O)CCC1(O)c1ccccc1 (stereo not given)	4	3	5	9	-2	-5	2	-0.3	-1.5
Cc1cccc(C(=O)OCC(=O)NCCCc2ccccc2)c1O	-1	6	2	5	10	-2	-23	-0.3	-4.5
COc1ccc(OC)c(-n2nnnc2SCC(=O)Nc2ccc3c(c2)OCCO3)c1	4	-12	-5	-2	5	-2	-3	-1.2	-1.9
COc1ccc(CCNC(=O)COC(=O)/C=C/c2ccc(OCC#N)c(OC)c2)cc1OC	1	-7	7	1	-6	6	-17	-0.7	-3.4
COc1ccc(/C=N/N2C(=O)CSC2=S)cc1	0	-1	2	6	5	49*	-3	-4.2	-6.1
CSc1ncccc1C(=O)OCC(=O)c1ccccc1Br	-4	1	1	-3	18	-16	-5	-1.1	-2.2
Cc1ccc(C2CC(=O)C=C(NCC(C)C)C2)cc1 (stereo not given)	-5	5	3	-1	0	0	-17	-2.0	-1.9
CCC(Oc1ccc(C)cc1)C(=O)Nc1ccc2c(c1)n(C)c(=O)n2C (stereo not given)	5	6	x	-5	-3	-2	-36	-3.3	-1.6
CC1Cc2ccccc2N1C(=O)CSc1nc2c(c(=O)n(C)c(=O)n2C)n1Cc1ccc(F)cc1 (stereo not given)	8	x	4	1	x	3	0	-1.9	-2.0
CC(=O)CC(=O)Nc1ccc(Nc2ccccc2)cc1	-1	-12	7	-10	-14	2	1	-1.5	-3.0
COC(=O)c1ccccc1SCc1csc(C)n1	-4	-9	-2	-3	14	3	-10	-0.6	-0.8
CCOC(=O)C1=C(C)C(c2ccc(OC)cc2OC)NC(=O)N1 (stereo not given)	-4	-1	1	6	16	-8	-5	-1.8	-0.7

Printed as active in PfM18AAP inh, among the entries above:
canonical_smiles	IDE cell activ	p-CIP stab down	IDE inh	HCV NS3 hel inh	SUMO HTRF inh	PfM18AAP inh	VIM-2 inh	IMP-1 inh
Cc1ccc(C)c(/C=N/Nc2nc3ccccc3c(=O)n2O)c1	x	-11	-12	-2	5	31*	-3.9	-3.1
Cc1ccc(-c2nnn(CC(=O)N(CC(=O)NC3CCCC3)c3cnc4ccccc4c3)n2)o1	0	-15	2	-3	28	44*	0.8	-1.9
COc1ccc(/C=N/N2C(=O)CSC2=S)cc1	0	-1	2	6	5	49*	-4.2	-6.1

Source: PubChem BioAssay (several laboratories)
